F-actin modifier: modifiers of F-actin cytoskeleton organization, primary screen, imaging, HUVEC, phalloidin staining, high-content imaging. HUVEC TNFa F-actin phalloidin imaging. inhibition, % at 2 µM. 91,000 compounds, 0.18% hits;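 active means inhibition above the batch mean plus 3 SD and confirmed as a hit by visual image inspection, cut at about 30% in these data, passing the limit was not always enough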; further: strong numbers were not always called active
HUVEC tox TNFa: cytotoxicity in TNFa-stimulated HUVEC, primary screen, cytotoxicity control for VCAM1 expression modulator project, imaging, Hoechst nuclei count | HUVEC TNFalpha-stimulated, Hoechst cell count | 93,000 compounds, 0.17% hits | cell count reduction, % at 2 µM;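 active means cell count reduction exceeding the screen mean by over 5 SD, scaled to untreated wells per plate, cut at about 78% in these data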;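 further: cells counted after 24 h of TNF alpha exposure following the 1 h pretreatment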
VCAM1 TNFa inh: inhibitors of TNFa-induced VCAM1 expression, primary screen, imaging, HUVEC, TNFa stimulus, immunofluorescence; HUVEC TNFa-induced VCAM-1 immunofluorescence, high-content imaging; inhibition, % at 2 µM; 95,000 compounds, 0.48% hits; AID 802, 2007;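 active means inhibition above the batch mean plus 3 SD, with images confirmed as a hit by eye, cut at about 37% in these data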;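 further: 0% = TNF-stimulated DMSO wells and 100% = unstimulated control wells; not every result past the cut was called active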
Candida biofilm: clotrimazole potentiators killing Candida biofilms, primary screen, with clotrimazole, Alamar Blue; C. albicans biofilm + clotrimazole; inhibition, % at 6 µM; 85,000 compounds, 0.14% hits;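 active means inhibition above 20%; inactive means inhibition below 20%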;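 further: preformed 24 hr biofilms exposed to compound for 48 hr; 0% = biofilm without compound and 100% = blank killed by clotrimazole plus chlorhexidine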
ERb SRC1 inh: inhibitors of ERβ-SRC1 coactivator interaction, primary screen, biochemical, TR-FRET, ERβ LBD, SRC-1 peptide | 86,000 compounds, 1.3% hits | TR-FRET ER-beta LBD / SRC1-Cy5 peptide binding; receptor agonist-loaded with 1 µM estradiol | Estrogen receptor beta (Homo sapiens), Q92731 | AID 633, 2007 | inhibition, % at 25.6 µM;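 active means compounds whose percent inhibition of the receptor-coactivator binding signal exceeds about 50% in the single-dose screen, limit read from the data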;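 further: 0% = receptor plus peptide wells without compound and 100% = peptide-only wells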
HUVEC tox IL1B: cytotoxicity in IL-1B stimulated HUVEC, primary screen, cytotoxicity control for IL-1B NFkB translocation project, imaging, Hoechst nuclear count, IL-1B stimulus. HUVEC cell count loss. cell count reduction, % at 2 µM. 94,000 compounds, 0.41% hits. AID 845, 2007;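 active means cell count reduction more than 3 SD above the screen-wide mean, cut at about 70% in these data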;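 further: normalized per plate to untreated control cells as the no-loss baseline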
sEH inh: soluble epoxide hydrolase inhibitors, primary screen, biochemical, human sEH; recombinant human sEH enzymatic activity assay; Bifunctional epoxide hydrolase 2 (Homo sapiens), P34913; inhibition, % at 2 µM; 91,000 compounds, 0.34% hits; in the data active means inhibition above about 80%; further: values of inactives mirror those of a sister screen read the other way; many of its hits are not listed in these tables
Target sequence (P34913 whole entry, looked up): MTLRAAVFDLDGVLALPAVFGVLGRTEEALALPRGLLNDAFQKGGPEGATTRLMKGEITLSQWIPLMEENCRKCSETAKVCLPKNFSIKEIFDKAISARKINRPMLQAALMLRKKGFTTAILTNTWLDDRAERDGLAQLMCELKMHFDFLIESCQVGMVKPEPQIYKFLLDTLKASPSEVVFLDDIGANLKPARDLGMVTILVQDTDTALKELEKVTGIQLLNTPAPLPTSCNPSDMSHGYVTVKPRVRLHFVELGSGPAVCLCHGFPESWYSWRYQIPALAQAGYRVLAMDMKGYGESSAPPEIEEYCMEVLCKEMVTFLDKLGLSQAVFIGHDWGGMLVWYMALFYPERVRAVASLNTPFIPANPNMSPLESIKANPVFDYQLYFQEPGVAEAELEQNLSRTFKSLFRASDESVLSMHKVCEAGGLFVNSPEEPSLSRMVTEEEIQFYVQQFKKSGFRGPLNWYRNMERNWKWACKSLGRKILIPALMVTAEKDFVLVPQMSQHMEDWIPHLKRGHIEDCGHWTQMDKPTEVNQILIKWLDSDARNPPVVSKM
sEH activator: soluble epoxide hydrolase activators, primary screen, biochemical, human sEH; Bifunctional epoxide hydrolase 2 (Homo sapiens), P34913; purified human sEH enzymatic activity, activator screen; activation, % at 2 µM; 91,000 compounds, 0.04% hits; AID 717, 2007; in the data active means activation above about 37%; further: values of inactives mirror those of a sister screen read the other way
Smad3 FoxH1 inh: Smad3/FoxH1 peptide binding inhibitors, primary screen, biochemical, TR-FRET | inhibition, % at 25 µM | TR-FRET Smad3/Dy647-FoxH1 peptide binding, europium anti-His | 88,000 compounds, 0.29% hits | AID 630, 2007;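 active means compounds that reduce the energy-transfer binding signal between the protein and its labelled peptide by more than half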;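 further: 0% = Smad3 plus labelled peptide maximal FRET and 100% = peptide-only background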
Target sequence (P84022 whole entry, looked up): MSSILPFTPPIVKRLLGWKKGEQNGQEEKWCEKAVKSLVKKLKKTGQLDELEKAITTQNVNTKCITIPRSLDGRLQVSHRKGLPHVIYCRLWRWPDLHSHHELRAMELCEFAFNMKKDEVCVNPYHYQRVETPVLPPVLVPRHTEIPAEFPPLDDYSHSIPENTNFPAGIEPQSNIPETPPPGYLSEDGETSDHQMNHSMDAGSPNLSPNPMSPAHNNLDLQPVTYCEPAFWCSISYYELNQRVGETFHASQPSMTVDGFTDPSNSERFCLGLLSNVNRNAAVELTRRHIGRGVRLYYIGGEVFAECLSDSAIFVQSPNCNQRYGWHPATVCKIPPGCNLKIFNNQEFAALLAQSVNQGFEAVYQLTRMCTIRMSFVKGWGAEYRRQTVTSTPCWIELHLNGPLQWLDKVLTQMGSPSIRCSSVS
* = called active by the depositor; · = not tested or not shown; [ ] = dose if it differs, or a comment. An excerpt; the hit share may differ from the screen's.

Under each structure: Candida biofilm	HUVEC tox IL1B	HUVEC tox TNFa	sEH activator	Smad3 FoxH1 inh	sEH inh	ERb SRC1 inh	VCAM1 TNFa inh	F-actin modifier
> O=C(NCc1ccccc1)C(=O)NCC1COc2ccccc2O1 (stereo unspecified)
  2	17	-1	4	-7	-2	8	6	-5
> COC(=O)C(Cc1cnc(Cl)s1)(C(=O)OC)c1ccccc1[N+](=O)[O-]
  -1	17	-14	6	14	-8	6	2	·
> O=C(O)c1c[nH]c2cc(C(F)(F)F)ccc2c1=O
  -1	-8	-3	-6	4	5	8	2	-38
> Cc1ccc(NC(=S)NNC(=O)Cn2nc([N+](=O)[O-])cc2C)cc1
  ·	-12	-23	-9	·	12	·	12	9
> CCOC(=O)C1=C(C)NC(C)=C(C(=O)OCC)C1c1cn(-c2ccccc2)nc1-c1ccco1
  1	6	-13	-11	10	13	5	-8	19
> COc1ccc(NC(=O)c2cccc(-n3cnnn3)c2)cc1
  11	-9	-7	-29	-7	29	14[fluorescence artefact?]	1	14
> OC1(Cc2ccn[nH]2)CCCCC1
  7	-61	-21	-4	3[fluorescence artefact?]	4	-14	-6	-12
> CN(C)S(=O)(=O)c1ccc(C(=O)Nc2ccccc2C(=O)O)cc1
  7	-8	-14	-4	8	7	-4[fluorescence artefact?]	-9	-6
> CN1CCN(CC(=O)Nc2ccc(Cl)cc2Cl)CC1
  6	15	-17	19	5	-13	-8	5	-6
> CCn1c(COc2cc(C)cc(C)c2)nnc1SCC(=O)N1CCN(c2ccccc2)CC1
  ·	-5	-19	1	·	1	·	1	32
> CN(C)c1cc(NC(=O)CN2CCOCC2)c2ccccc2n1
  6	-5	1	14	9[fluorescence artefact?]	-14	-9	5	-8
> COc1cc(C)ccc1OCCOCCOc1ccccc1Br
  ·	-69	-9	0	·	2	·	10	-16
> CC1(C(=O)NC2CCCCCCC2)CCC(=O)N1Cc1ccco1 (stereo unspecified)
  ·	6	-5	·	·	·	·	20	-1
> CCN1C(=O)CC(N2CCC(Nc3ccc(F)cc3)CC2)C1=O (stereo unspecified)
  9	-4	-19	-3	12	8	-3[fluorescence artefact?]	-1	0
> COc1ccc(S(=O)(=O)N2CCC(C(=O)N3CCOCC3)CC2)cc1OC
  3	4	-30	·	1	·	-7	17	-8
> O=C(CSC1=NC(=O)C(Cc2ccccc2)C(=O)N1)Nc1ncccn1 (stereo unspecified)
  3	-23	-11	8	4	-7	11	-6	-18
> COc1ccc(CCNC(=O)c2cnn3c(C(F)F)cc(C)nc23)cc1OC
  4	5	-24	·	-1	·	-1[fluorescence artefact?]	12	0
> COc1cccc(NC(=O)CSc2nnc(-c3cccc(OC(C)C)c3)n2N)c1
  -6	12	-12	-9	1	10	4[fluorescence artefact?]	2	-50
> O=C(Cn1ncc2c1-c1ccccc1OC2)N(Cc1ccco1)C1CCCCC1
  6	-26	-24	-2	1	4	3	-1	15
> CCC(C)COC(=O)c1ccc(C(=O)O)cc1 (stereo unspecified)
  4	-24	-23	-4	34[fluorescence artefact?]	2	-15	2	6
> CC1N(C)c2cccc3cccc(c23)N1C
  -9	-33	-17	4	-4	-2	83*[fluorescence artefact?]	-5	14
> O=C1CN(C(=O)c2ccc(Br)o2)C(c2ccccc2)c2cc(Br)ccc2N1 (stereo unspecified)
  -3	-7	-19	1	-7	-2	4[fluorescence artefact?]	11	5
> Cc1c(Cl)c(C(=O)NNC(=S)NCc2ccco2)nn1C
  -1	31	2	-2	-18	5	-1	-20	7
> Cc1c(-n2cc(C(=O)c3cc(Br)ccc3O)cc(C#N)c2=O)c(=O)n(-c2ccccc2)n1C
  ·	-16	-19	9	·	-8	·	-16	10
> CCOC(=O)COc1ccc(C)cc1-c1ccno1
  ·	-10	-25	9	·	-7	·	19	-13
> CCC(C)C(=O)Nc1nc(C)c(-c2csc(Nc3ccc(Cl)cc3)n2)s1 (stereo unspecified)
  ·	13	-50	-9	·	14	·	9	17
> CCC(=O)N1CCN(CCN=CC2=C(O)CC(c3cccs3)CC2=O)CC1 (stereo unspecified)
  ·	-20	-26	10	9	-11	-2	-8	5
> Cc1cc2c(cc1C)NC(c1nc3ccccc3[nH]1)C1=C(CC(C)(C)CC1=O)N2 (stereo unspecified)
  6	-4	4	11	-10	-9	-11	15	22
> Cc1nc2ncnn2c(C)c1Cc1ccccc1Cl
  5	-6	-19	18	2	-20	-3	7	4
> CC(=O)N1c2ccccc2NC2=C(C(=O)CCC2)C1c1ccc(F)cc1 (stereo unspecified)
  9	-6	-14	3	-3	-5	-2	12	-6
> O=C(NCCN1CCCCC1)Nc1ccc(F)c(Cl)c1
  4	-32	-26	4	5	-2	1	-27	19
> CCN(CC)C(=O)CN1CCC(n2c(C)nc3cc(C(F)(F)F)ccc32)CC1
  7	2	-30	-2	7	0	-3	5	23
> CCOCCCNCc1ccc(OC)cc1
  2	7	2	-6	3	7	0	19	-5
> CCOC(=O)c1[nH]c2ccccc2c1NC(=O)CCN1CCN(C(=O)OCC)CC1
  7	-11	·	-5	5	7	3	3	0
> O=C(CSc1nnc(-c2cccs2)n1Cc1ccco1)Nc1ccc2c(c1)OCO2
  1	-38	-18	-2	6[fluorescence artefact?]	4	-6[fluorescence artefact?]	10	16
> Cc1[nH]nc(-c2ccc(OCc3cnn(-c4ccccc4)c3)cc2O)c1Oc1ccc(Cl)cc1
  ·	-37	-9	-11	·	11	·	4	3
> Cc1cc(C)n2nc(SC(C)C(=O)NCc3ccco3)nc2n1 (stereo unspecified)
  9	9	-19	-1	-4	1	6	-10	1
> Cc1nc(C(=O)Nc2cc(Cl)ccc2Cl)nn1-c1cc(OC(C)C)c(Cl)cc1Cl
  ·	-39	6	5	·	-3	·	3	12
> CCOC(=O)c1c(NC(=O)CN2CCCCC2)sc2c1CCN(C(=O)OCC)C2
  7	·	-7	·	2	·	-3[fluorescence artefact?]	13	-6
> COc1cc(OC)c(OC)cc1/C=N/NC(=O)CC1C(=O)NN=C1C (stereo unspecified)
  ·	-12	-9	5	·	-8	·	-5	-1
> COc1ccccc1-n1c(N)c(C(N)=O)sc1=S
  -2	7	-21	4	-8	-3	-4	10	7
> Cc1ccc(Nc2nnns2)cc1C
  7	·	-4	-7	9	10	-5[fluorescence artefact?]	4	0
> Cc1ccc(N2C(=O)c3ccccc3C2(O)c2ncc[nH]2)cc1 (stereo unspecified)
  3	-6	-35	-1	-13	1	-1	1	-7
> CCNC(=S)NNC(=O)c1cccn(Cc2ccc(Cl)cc2)c1=O
  ·	0	51	-15	·	12	·	-1	9
> Cc1cc(Nc2ccccc2)nc(N)n1
  ·	-30	-7	0	·	3	·	6	-15

Reformatted: 2 of the compounds above
Structure	Candida biofilm	HUVEC tox IL1B	HUVEC tox TNFa	sEH activator	Smad3 FoxH1 inh	sEH inh	ERb SRC1 inh	VCAM1 TNFa inh	F-actin modifier
Cc1ccc(Nc2nnns2)cc1C	7	·	-4	-7	9	10	-5[fluorescence artefact?]	4	0
Cc1ccc(N2C(=O)c3ccccc3C2(O)c2ncc[nH]2)cc1 (stereo unspecified)	3	-6	-35	-1	-13	1	-1	1	-7

(more compounds)
Under each structure: Candida biofilm	HUVEC tox IL1B	HUVEC tox TNFa	sEH activator	Smad3 FoxH1 inh	sEH inh	ERb SRC1 inh	VCAM1 TNFa inh	F-actin modifier
> CC1CCCC(C)N1CC(O)COc1ccc(Cl)cc1 (stereo unspecified)
  7	-8	-15	4	6	-5	-1	-2	12
> COC(=O)c1ccc(N2C(=O)CC(N3CCN(c4ccccc4)CC3)C2=O)cc1 (stereo unspecified)
  -6	4	20	9	-12	-4	-25[fluorescence artefact?]	11	-10
> CC(C)CSc1nsc(N)n1
  4	-10	-8	-3	-8	5	-3	6	0
> CCCCC(=O)Nc1ccc(C(=O)NCc2ccncc2)cc1
  -1	20	13	-8	-2	9	-12	-9	-3
> COc1ccc(Cl)cc1C(=O)NCC(c1ccco1)N1CCCC1 (stereo unspecified)
  ·	-18	1	0	·	0	·	17	-8
> O=C(NCc1ccccc1)c1ccc(Cl)cc1[N+](=O)[O-]
  ·	-32	-12	3	·	0	·	7	-12
> CCN(CC)CCCNC(=O)c1nn(-c2ccc(OC)cc2OC)c(=O)c2ccccc12
  10	-85	0	2	-4	-8	-1	-1	13
> CC(C)OC(=O)CSc1nnc(-c2cccnc2)n1Cc1ccccc1
  8	-43	-28	3	8[fluorescence artefact?]	-5	12	-8	0
> COc1cc(C2N(c3cc(C)on3)C(=O)C3CCCN32)cc(OC)c1OC (stereo unspecified)
  ·	30	-11	16	·	-13	·	17	·
> O=C(NC(=S)Nc1ccc(Cl)cn1)C(c1ccccc1)c1ccccc1
  ·	15	-4	12	·	-14	·	-4	-4
> Cc1ccc(NC(=O)CSc2nnc(C3CCCCC3)n2N)cc1F
  -7	19	-18	-9	-14	9	4	-16	10
> CN=C(Nc1ccc(C(=O)OC)cc1)SC1CC(=O)N(c2ccccc2F)C1=O (stereo unspecified)
  ·	1	-27	-2	·	5	·	2	-21
> COC(=O)c1ccccc1NC(=O)CSc1nccn1C
  9	-26	2	·	13[fluorescence artefact?]	·	-3	2	-4
> Cc1cccc(OCC(=O)Nc2nc3ccc([N+](=O)[O-])cc3s2)c1C
  ·	-94	-33	-7	·	6	·	-9	6
> CCCC(=O)Nc1c2c(nn1-c1ccc(C)cc1C)CSC2
  5	83*	16	0	-2	0	-3	-10	-7
> O=S(=O)(c1ccc(F)cc1)n1ccc(-c2cnc(-c3ccccc3)s2)n1
  ·	-7	-3	8	·	-6	·	-4	39
> Cn1nnc2cc(NC(=O)N3CC4(C)CC3CC(C)(C)C4)ccc21 (stereo unspecified)
  10	-15	-5	-3	1	3	2	0	8
> COC(=O)CSc1nc2ccc(NC(=O)CSc3nnnn3Cc3ccccc3)cc2s1
  -1	-28	-14	-41	11	40	17	16	35
